# Screens (PubChem BioAssay)
# NR2F2 inh: NR2F2 (human) inhibition, primary screen. P24468. HEK293T NGFI-A luciferase reporter, luminescence. inhibition, % at 8.6 µM. 370,000 compounds, 0.7% hits. AID 686940;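 active means inhibition above a per-plate cutoff, mean inhibition of test wells between control levels plus 3 SD, cut at about 38% in these data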;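 further: cells cotransfected with COUP-TFII expression vector driving the NGFI-A reporter; 0% = median of COUP-TF2 test wells and 100% = reporter-only cells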
# NCOA3 inh: human NCOA3 inhibition | 360,000 compounds, 0.17% hits | AID 588352 | Q9Y6Q9 | inhibition, % at 3.6 µM | HEK293 GAL4-SRC3 luciferase reporter, luminescence;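 active means inhibition above a per-campaign cutoff, the mean of all compounds plus 3 SD, cut at about 60% in these data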;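 further: 0% = DMSO-treated cells and 100% = gossypol-treated cells at 36 µM; higher means less SRC3-driven luciferase light from the GAL4 reporter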
# NCOA1 inh: inhibitors of human steroid receptor coactivator 1 (SRC1); Q15788; HEK293 GAL4-SRC1 luciferase reporter, luminescence; inhibition, % at 3.6 µM; 360,000 compounds, 0.12% hits; AID 588354;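 active means inhibition above the campaign mean plus 3 SD, with each screening campaign given its own cutoff, cut at about 60% in these data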;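 further: 0% = DMSO treated cells and 100% = gossypol at 36 µM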
# TLR9-MyD88 inh: TLR9-MyD88 interaction inhibition. CHO BLA complementation TLR9-MyD88, CCF4 FRET ratio. AID 504734. inhibition, % at 4.98 µM. 340,000 compounds, 0.21% hits;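 active means inhibition above the mean over all tested compounds plus 3 SD, cut at about 21% in these data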;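 further: 0% = DMSO only wells and 100% = clavulanate BLA inhibitor control wells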
# TROY NFkB inh: inhibitors of TROY-dependent NF-kB signaling. inhibition, % at 10 µM. 360,000 compounds, 0.98% hits. Q293 LMP1-TROYcd NF-kB luciferase reporter, 4 h;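 active means compounds whose plate-normalised and pattern-corrected inhibition of the luciferase reporter signal at the single screening dose is 50% or more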
# SRC2 inh: human SRC2 (NCOA2) inhibition; Q15596; HEK293 GAL4-SRC2 luciferase reporter, luminescence; inhibition, % at 9 µM; 370,000 compounds, 0.17% hits;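 active means inhibition above the mean inhibition of all tested compounds plus 3 SD, set per campaign, cut at about 52% in these data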;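 further: 0% = DMSO treated cells and 100% = cells given Gossypol at 36 µM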
# ABHD5 PLIN5 PPI: inhibitors of human ABHD5-perilipin-5 interaction; Q00G26+Q8WTS1; Split G. princeps luciferase complementation, luminescence, 4 h; inhibition, % at 4 µM; 360,000 compounds, 0.78% hits;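 active means inhibition above the mean inhibition across every tested compound plus 3 SD, cut at about 22% in these data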;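 further: 0% = DMSO only wells and the 100% control is not disclosed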
# Target sequence (Q00G26 whole entry, looked up): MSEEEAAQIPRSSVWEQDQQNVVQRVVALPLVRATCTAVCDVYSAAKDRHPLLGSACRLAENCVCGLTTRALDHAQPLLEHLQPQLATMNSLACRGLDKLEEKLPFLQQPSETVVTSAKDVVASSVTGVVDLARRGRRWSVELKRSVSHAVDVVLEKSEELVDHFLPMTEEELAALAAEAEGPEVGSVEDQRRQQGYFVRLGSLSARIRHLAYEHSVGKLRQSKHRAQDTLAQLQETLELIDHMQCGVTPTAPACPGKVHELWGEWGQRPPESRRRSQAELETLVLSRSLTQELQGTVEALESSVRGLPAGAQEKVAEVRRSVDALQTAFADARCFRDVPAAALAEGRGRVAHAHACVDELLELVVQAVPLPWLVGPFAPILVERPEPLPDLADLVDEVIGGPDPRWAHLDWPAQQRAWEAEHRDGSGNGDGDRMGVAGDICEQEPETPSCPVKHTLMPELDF
# Target sequence (Q8WTS1 whole entry, looked up): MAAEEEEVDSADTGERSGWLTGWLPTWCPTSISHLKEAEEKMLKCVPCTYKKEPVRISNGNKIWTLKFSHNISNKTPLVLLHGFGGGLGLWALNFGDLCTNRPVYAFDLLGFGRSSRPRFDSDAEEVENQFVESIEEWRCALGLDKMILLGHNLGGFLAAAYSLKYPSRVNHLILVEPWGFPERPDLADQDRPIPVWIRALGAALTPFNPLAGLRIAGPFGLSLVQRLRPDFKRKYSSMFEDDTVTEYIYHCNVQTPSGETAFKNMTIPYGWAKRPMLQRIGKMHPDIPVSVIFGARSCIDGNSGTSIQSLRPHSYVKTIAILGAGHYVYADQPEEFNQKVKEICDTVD
# NR5A2 inv ag: NR5A2 inverse agonism in reporter assay; inhibition, % at 3.6 µM; HEK293T StAR-luciferase reporter, LRH-1 transfected, 24 h; O00482; 360,000 compounds, 0.13% hits;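 active means inhibition above the mean inhibition of all tested compounds plus 3 SD, cut at about 73% in these data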;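 further: 0% = DMSO wells and 100% = reporter-only cells lacking LRH-1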
# Granule exo inh: blocks lytic granule exocytosis; AID 651702; TALL-104 LAMP-1 surface exposure, flow cytometry; cells stimulated with thapsigargin and PMA; inhibition, % at 10 µM; 360,000 compounds, 0.66% hits;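 active means inhibition above about 55%, limit read from the data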
# TWEAK-Fn14 inh: inhibitors of TWEAK-Fn14 interaction signaling; 360,000 compounds, 2% hits; inhibition, % at 10 µM; TWEAK-stimulated Fn14 reporter cells, luciferase luminescence, 8 h; AID 1159606; in the data active means inhibition above about 50%
# NOD2 RIPK2 PPI: NOD2-RIPK2 protein interaction inhibition. O43353. CHO BLA complementation NOD2-RIPK2, CCF4 ratio. inhibition, % at 4.98 µM. 360,000 compounds, 0.38% hits; in the data active means inhibition above about 21%;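 further: 0% = vehicle only and 100% = reference blocker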
# Numbers without * were called inactive; nt = no result given.
1: O=C1c2ccccc2-c2nccnc21
2: C=CCOC(=O)Nc1nc(CCNC(=O)OCc2ccccc2)c(C(=O)O)s1
3: COc1ccc(Br)cc1S(=O)(=O)N1CCN=C1c1ccccc1
4: COCCOC(=O)C1=C(C)NC(=O)NC1c1ccc(Cl)cc1 (stereo not given)
5: Cc1cc(C)cc(N2C(=O)CC(Sc3ccccc3C(=O)O)C2=O)c1 (stereo not given)
6: Cc1cc(C(=O)NCCC(c2ccccc2)c2ccccc2)c(C)o1
7: CCCC(=O)N=C1SC2CS(=O)(=O)CC2N1c1ccc(C(C)=O)cc1 (stereo not given)
8: CC1CCc2c(sc(/N=C/c3ccco3)c2C(N)=O)C1 (stereo not given)
screen / no.	1	2	3	4	5	6	7	8
NR2F2 inh	10	5	5	4	-1	-16	3	-15
NCOA3 inh	-8	nt	-20	-14	19	13	-9	0
NCOA1 inh	-7	nt	14	16	15	-9	-12	-14
TLR9-MyD88 inh	5	nt	-6	-18	2	-7	-8	-1
TROY NFkB inh	6	nt	-2	-21	-10	-24	9	-11
SRC2 inh	-28	-23	8	-3	3	7	-19	-46
ABHD5 PLIN5 PPI	-13	7	1	-4	14	3	5	-4
NR5A2 inv ag	16	-14	-26	-8	8	-17	10	-23
Granule exo inh	-5	0	0	6	84*	-2	-4	-2
TWEAK-Fn14 inh	7	nt	-7	0	5	12	4	-15
NOD2 RIPK2 PPI	-7	-4	-6	-8	-9	-9	6	-5

9: CCCCOc1ccc(C(=O)NCC(=O)NCCOc2ccc(C)cc2)cc1
10: COc1ccc(CCNS(=O)(=O)c2ccc(-n3cnnn3)cc2)cc1OC
11: CC(=O)c1cc2c(cc1NC(=O)c1cnc(C)cn1)OCO2
12: Cc1cc(C)cc(N2CC(O)=C(c3nc4ccccc4c(=O)[nH]3)C2=N)c1
13: CC(=O)N1N=C(c2ccccc2)CC1c1ccc(F)cc1 (stereo not given)
14: COc1ccc(C(=O)Nn2cnnc2)cc1
15: CN(CCn1ccnc1)C(=O)CC1C(=O)NCCN1Cc1ccccc1C(F)(F)F (stereo not given)
16: CC(O)(CS(=O)(=O)Cc1ccccc1)c1ccccc1 (stereo not given)
screen / no.	9	10	11	12	13	14	15	16
NR2F2 inh	17	-15	5	10	-8	18	7	-10
NCOA3 inh	10	-4	9	-2	-14	10	14	-10
NCOA1 inh	-21	-1	13	6	3	5	8	-3
TLR9-MyD88 inh	0	-3	9	9	-6	-1	-16	-1
TROY NFkB inh	-15	14	-16	8	5	0	-13	-1
SRC2 inh	9	-21	-29	7	12	-17	8	3
ABHD5 PLIN5 PPI	10	-2	4	-1	-2	-4	-3	1
NR5A2 inv ag	4	-17	5	-12	8	3	-2	4
Granule exo inh	-10	-7	-2	-1	-2	1	-11	-7
TWEAK-Fn14 inh	19	-10	-17	7	5	-1	3	-1
NOD2 RIPK2 PPI	2	-2	-10	-9	5	8	-5	7

17: CC12CC3CC(C)(C1)CC(CN)(C3)C2
18: O=C(CCc1nnc2n(CCc3ccccc3)c(=O)c3ccccc3n12)NCCCN1CCCCC1
19: CC(Oc1ccc(Cl)cc1Cl)C(=O)N(Cc1ccco1)C1CCS(=O)(=O)C1 (stereo not given)
20: CCc1ccc(NC(=O)C(=O)c2cn(CC(=O)N3CCCCC3)c3ccccc23)cc1
21: C#CCOCCOCCOCCNc1nc(N2CCN(C(=O)Cn3cc(CCCCN)nn3)CC2)nc(N2CCN(C(=O)Cn3cc(CC(C)O)nn3)CC2)n1 (stereo not given)
22: COc1ccc(C(=O)Nc2ccc3c(c2)n(C)c(=O)n3C)cc1OC
23: Cc1ccccc1NC(=S)NCCc1ccc(S(N)(=O)=O)cc1
24: Fc1ccc(NC(=S)NC2CCN(Cc3ccccc3)CC2)cc1
screen / no.	17	18	19	20	21	22	23	24
NR2F2 inh	0	-13	16	-22	14	-18	-3	10
NCOA3 inh	14	-4	3	-5	-56	-7	4	5
NCOA1 inh	-1	4	8	-58	8	14	0	-8
TLR9-MyD88 inh	-2	2	-3	3	0	2	-4	0
TROY NFkB inh	6	-18	nt	-11	4	-6	18	18
SRC2 inh	-14	-32	7	-14	-4	-53	-18	-12
ABHD5 PLIN5 PPI	4	12	6	0	3	7	0	-1
NR5A2 inv ag	-1	-1	2	5	-15	7	5	-3
Granule exo inh	-4	0	0	2	38	-7	-2	29
TWEAK-Fn14 inh	-1	-9	83*	-14	8	-1	1	10
NOD2 RIPK2 PPI	-5	-5	1	-6	-7	-3	-9	7

25: Cc1nc(N)sc1-c1csc(NCc2ccccc2)n1
26: Cc1c(C(=O)NCCN2CCOCC2)sc2nc(-c3ccc(F)cc3)cn12
27: O=C(O)C(CCc1ccccc1)N1CCOCC1 (stereo not given)
28: O=C(Nc1ccc2oc(-c3ccccc3Cl)nc2c1)c1cncc(Br)c1
29: O=C(Cn1ccc(=O)[nH]c1=O)Nc1nccs1
30: COc1cccc(CCNC(=O)c2cc(COc3c(F)cccc3F)on2)c1
31: Cc1cc(F)ccc1NC(=O)c1cc(S(=O)(=O)N2CCOCC2)cn1C
32: CC12CCC(=O)N1C(C(=O)OCC(=O)Nc1cc(S(=O)(=O)N3CCCCC3)ccc1Cl)CS2 (stereo not given)
screen / no.	25	26	27	28	29	30	31	32
NR2F2 inh	-17	-13	-6	-42	5	-2	-15	8
NCOA3 inh	-1	19	-13	-36	5	2	9	6
NCOA1 inh	-34	-8	-14	-39	-5	-7	9	0
TLR9-MyD88 inh	4	6	3	-1	-5	-7	4	0
TROY NFkB inh	-8	-28	9	-14	-7	-4	6	-7
SRC2 inh	-17	-22	-26	-63	8	-11	-4	7
ABHD5 PLIN5 PPI	-23	1	1	-1	0	9	0	-1
NR5A2 inv ag	-8	-5	-1	-56	-5	5	10	-24
Granule exo inh	-2	2	-2	1	1	13	-4	-4
TWEAK-Fn14 inh	1	-22	-3	-37	0	-9	-14	0
NOD2 RIPK2 PPI	2	9	-4	-10	1	6	8	-9

33: CC(=O)C[C@H](O)CC(=O)[C@@H]1OC(=O)[C@H](C)C/C=C\Cc2ccccc21
34: CCn1c(CNC(=O)c2cccs2)nnc1SCC(=O)NCCc1ccccc1
35: Cc1ccc(S(=O)(=O)N(C)C)cc1NC(=O)c1cccnc1Oc1ccccc1
36: Cc1nc(C)c2c(c1C(F)(F)F)-c1ccccc1C2(F)F
37: CCCN(C(=O)CSCC(=O)Nc1cccc(C)c1)c1c(N)n(Cc2ccccc2)c(=O)[nH]c1=O
38: CCCCN(C(=O)c1ccc(N(C)S(=O)(=O)c2ccc(C)cc2)cc1)c1c(N)n(CC(C)C)c(=O)[nH]c1=O
39: Cn1c(=O)oc2cc(S(=O)(=O)NCCC(=O)NC3CCCC3)ccc21
40: O=C(NCc1cccs1)C1Cc2c(-c3ccc(Cl)cc3)ccnc2O1 (stereo not given)
screen / no.	33	34	35	36	37	38	39	40
NR2F2 inh	9	7	18	-2	6	-18	4	-24
NCOA3 inh	3	-8	12	-21	6	-3	10	3
NCOA1 inh	8	-1	-8	2	-7	4	-1	-9
TLR9-MyD88 inh	-7	3	nt	0	-2	-5	10	nt
TROY NFkB inh	-4	-7	-10	-13	7	2	-33	16
SRC2 inh	25	2	-4	-10	5	1	6	-2
ABHD5 PLIN5 PPI	-5	9	-3	-6	5	-5	6	-6
NR5A2 inv ag	14	2	11	-9	-7	-3	15	3
Granule exo inh	14	0	-2	4	-24	14	0	4
TWEAK-Fn14 inh	7	-14	10	-8	-2	-19	-12	-22
NOD2 RIPK2 PPI	-4	6	-14	7	4	-12	-7	9

41: NNC(=O)[C@H](Cc1ccccc1)NC(=O)Nc1ccc2c(c1)OCCO2
42: CC(C)OC(=O)c1ccc(NC(=O)c2cccc(-n3cnnn3)c2)cc1
43: O=C(NC(=S)NCc1ccccc1)c1ccc(Br)cc1
44: Cc1cc(OCC(=O)Nc2ccccc2N2CCCCC2)ccc1C(C)C
45: COc1cccc(CNC(=O)c2nnn(CC(=O)Nc3ccc4c(c3)OCO4)c2N)c1
46: Cc1csc(NC(=O)C2CCCN(S(=O)(=O)c3ccc(Br)s3)C2)n1 (stereo not given)
47: Cc1cc(NC(=O)CSCC(=O)OCC(=O)c2ccc(Br)cc2)no1
48: Cc1cc([N+](=O)[O-])ccc1NC(=O)C(C)NC1CCCCC1 (stereo not given)
screen / no.	41	42	43	44	45	46	47	48
NR2F2 inh	23	-16	14	1	4	8	3	-1
NCOA3 inh	9	3	6	2	15	-13	-2	-9
NCOA1 inh	7	-71	-7	13	-3	6	2	-4
TLR9-MyD88 inh	2	-2	nt	-5	10	-2	-4	2
TROY NFkB inh	7	15	-59	5	0	9	-2	-10
SRC2 inh	-5	5	13	-16	10	4	-34	-45
ABHD5 PLIN5 PPI	-2	7	-7	-3	-8	-2	0	3
NR5A2 inv ag	7	14	-2	2	-4	-7	-13	-13
Granule exo inh	0	1	-1	10	3	2	-3	12
TWEAK-Fn14 inh	7	-1	-36	-23	-10	0	18	8
NOD2 RIPK2 PPI	4	9	-15	2	0	1	2	-1

49: COc1ccc(-c2cc(-c3ccccc3)nc(SC(C)C(=O)O)c2C#N)cc1 (stereo not given)
50: O=C1OC2C(O)COC23OC(O)CCC13O (stereo not given)
51: Cc1ccc(/C=C/S(=O)(=O)N2CCC(C(=O)O)CC2)cc1
52: COC(=O)[C@]12CCCCC=C1N(Cc1ccco1)C(=O)[C@H](CC(=O)NCCCCc1ccccc1)C2
53: COc1ccc(NC(C)=O)cc1NC(C)C(=O)Nc1cccc(S(=O)(=O)N2CCOCC2)c1 (stereo not given)
screen / no.	49	50	51	52	53
NR2F2 inh	6	-7	5	25	-10
NCOA3 inh	-14	4	18	nt	0
NCOA1 inh	-9	-36	-4	nt	-11
TLR9-MyD88 inh	-5	nt	-6	nt	-12
TROY NFkB inh	0	0	-17	-4	-23
SRC2 inh	-24	-24	-11	-21	-12
ABHD5 PLIN5 PPI	-3	4	-3	2	-2
NR5A2 inv ag	7	-5	6	1	-1
Granule exo inh	-8	1	-2	2	1
TWEAK-Fn14 inh	-12	10	-6	17	3
NOD2 RIPK2 PPI	-6	-8	-12	5	11

# The list is partial; rates above refer to the full screens.
